Compound activity: PubChem BioAssay, Sanford-Burnham Center for Chemical Genomics
Apaf1 inhib – human Apaf-1 inhibition | AID 489030 | O14727 | reconstituted apoptosome caspase-3 activity, DEVD-Rh110 fluorescence | hit rate 0.71% among 330,000 | inhibition, % at 20 µM; active = inhibition of at least 40% at 20 µM;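 also: plate controls were DMSO wells for no effect and DEVD-CHO caspase inhibitor wells for full effect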
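Material: biochemical Apaf-1 apoptosome reconstitution. Medium: Hepes buffer, pH 7.5. Also added: cytochrome c activation, bis-DEVD rhodamine 110 substrate. Timing: 30 min compound preincubation, 50 min activation, room temperature. Measured by: rhodamine 110 fluorescence at Ex 480/Em 540 nm.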
hIAP activ – human IAP activation; purified human IAP, CDP-Star luminescence, 30 min; stronger effect = higher value; 1 = vehicle-only enzyme, 0 = enzyme-free background; activation factor at 10 µM; hit rate 0.16% among 330,000; AID 2524;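 active = activation factor of the enzyme at least 2-fold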; also: the source names both 10 and 20 µM as test concentration; values of inactives mirror those of a sister screen read the other way
NLRP3 yeast inh – inhibitors of NALP3 inflammasome in yeast. hit rate 0.39% among 330,000. Yeast reconstituted NLRP3/ASC/caspase-1, beta-gal luminescence, 24 h. inhibition, % at 10 µM. AID 2825;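 active = inhibition of 50% or more; inactive = inhibition below 50%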;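 also: plate controls were induced DMSO wells for no effect and uninduced yeast grown without galactose for full effect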
tim10-1 inh – tim10-1 yeast growth inhibition; S. cerevisiae tim10-1 ts strain growth, BacTiter-Glo, 24 h; inhibition, % at 20 µM; hit rate 2.2% among 330,000; AID 463190;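 active = inhibition of at least 40%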;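 also: mutant grown at 25 °C; 0% = DMSO wells with yeast and 100% = wells holding no yeast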
mIAP block – mouse IAP inhibition. inhibition, % at 10 µM. purified mouse IAP, CDP-Star luminescence, 30 min. hit rate 0.2% among 330,000;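 active = inhibition of at least 40% at 10 µM in the primary screen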;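 also: plate controls were DMSO with enzyme for no effect and no enzyme wells for full effect; values of inactives mirror those of a sister screen read the other way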
TIM10 inh – TIM10 yeast growth inhibition. S. cerevisiae TIM10 strain growth, BacTiter-Glo luminescence, 24 h. inhibition, % at 10 µM. hit rate 1.4% among 330,000. AID 463195;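 active = inhibition of 40% or more at the single tested concentration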;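 also: wild-type TIM10 isogenic control strain grown at permissive 25 °C; 0% = DMSO yeast wells and 100% = minimal medium wells without yeast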
ATG4B inhibitor – inhibitors of human ATG4B cysteine protease | Q9Y4P1 | ATG4B cleavage of LC3-PLA2, NBD-HPC fluorescence, 1 h | inhibition, % at 8.33 µM | hit rate 0.51% among 340,000; in the data active = inhibition above about 40%
Target sequence (Q9Y4P1 whole entry, looked up): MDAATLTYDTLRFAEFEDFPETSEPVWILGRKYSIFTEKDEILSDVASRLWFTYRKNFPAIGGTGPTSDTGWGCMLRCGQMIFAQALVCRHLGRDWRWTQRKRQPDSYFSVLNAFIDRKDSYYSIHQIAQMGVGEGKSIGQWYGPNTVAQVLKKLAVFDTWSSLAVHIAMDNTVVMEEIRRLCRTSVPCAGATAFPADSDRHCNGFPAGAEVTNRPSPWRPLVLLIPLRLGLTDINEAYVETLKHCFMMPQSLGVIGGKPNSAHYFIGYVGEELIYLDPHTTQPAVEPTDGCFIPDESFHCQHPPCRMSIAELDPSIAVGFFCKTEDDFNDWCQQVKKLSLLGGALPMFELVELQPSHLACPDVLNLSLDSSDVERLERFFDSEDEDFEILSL
mIAP act – mouse IAP activation | hit rate 0.24% among 330,000 | activation factor at 10 µM | muIAP, CDP-Star luminescence, 30 min; stronger effect = higher value; 1 = vehicle-only enzyme signal, 0 = enzyme-free wells;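 active = activation factor of at least 2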; also: the source names both 10 and 20 µM as test concentration; values of inactives mirror those of a sister screen read the other way
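System: mouse IAP enzyme. Reagent: CDP-Star chemiluminescent phosphatase substrate. Benchmarks: DMSO wells, no-enzyme wells. Times: 30 min enzyme-substrate-compound incubation at room temperature. Detection: luminescence from enzymatic CDP-Star hydrolysis. Doses: test compounds delivered from DMSO solution.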
hIAP inh – human IAP inhibition; P09923; purified IAP, CDP-Star luminescence, 30 min; inhibition, % at 10 µM; hit rate 0.12% among 330,000; AID 2544;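 active = inhibition reaching a set limit with compound at 10 µM in the primary screen, cut at about 35% in these data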;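 also: plate controls were DMSO wells with enzyme for no effect and no-enzyme buffer wells for full effect; values of inactives mirror those of a sister screen read the other way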
Starred values were filed as active, the others as inactive; / = not tested or not shown.

structure	mIAP block	mIAP act	Apaf1 inhib	hIAP inh	hIAP activ	ATG4B inhibitor	tim10-1 inh	NLRP3 yeast inh	TIM10 inh
O=C(CSc1nnc(CNC(=O)c2ccccc2)o1)NCC1CCCO1 (centres undefined)	2	0.98	-4	18	0.82	8	-5	11	0
Cc1[nH]c(C)c(S(=O)(=O)NCc2ccc(F)cc2)c1C(=O)N1CCCC1	-1	1	-2	-12	1.1	2	-14	-12	0
CSc1ccccc1OCc1cc(C(=O)NCc2cnc(C)cn2)no1	5	0.95	14	-6	1.1	6	-5	30	-1
COCCNC(=O)c1cc(-c2ccc(-c3ccccc3)cc2)nc2ccccc12	12	0.88	14	-16	1.2	2	-3	36	-5
COC(=O)Cc1ccc(NC(=S)NCc2ccccc2Cl)cc1	-47	1.5	-6	13	0.87	24	33	23	28
O=C(Cc1cccs1)NCCS(=O)(=O)N1CCN(c2cccc(Cl)c2)CC1	1	0.99	17	2	0.98	-5	10	8	0
O=C(Nc1ccc(S(=O)(=O)N2CCc3ccccc32)cc1)c1ccc2c(c1)OCO2	-1	1	-9	0	0.99	32	33	14	44*
CCOc1ccc(N(CC(=O)Nc2cccc(C)c2C)S(=O)(=O)c2c(C)[nH]c(=O)[nH]c2=O)cc1	-6	1.1	-6	-2	1	-6	5	2	-9
Cc1cc(C)n(CCc2nc(-c3ccc(C)o3)cs2)n1	16	0.84	14	-23	1.2	-2	30	11	7
N#C/C(=C\c1cccc([N+](=O)[O-])c1)C(=O)NCc1cccnc1	8	0.92	1	2	0.98	0	27	8	38
Cc1ccccc1-c1noc(N)c1C#N	-6	1.1	4	4	0.96	3	38	19	31
CCOc1ccc(C(=O)NC2CCCCCCC2)cc1	-7	1.1	3	-10	1.1	4	5	37	-21
COc1ccc(-n2c(-c3ccc(Br)cc3)c[n+]3c2SC(C)C3)cc1 (centres undefined)	4	0.96	30	-13	1.1	5	12	4	30
CCOC(=O)CSc1nc2c(c(-c3ccc(C)o3)c1C#N)CCCC2	9	0.91	13	0	1	9	23	16	22
CSCCC(NS(=O)(=O)c1ccc2c(c1)OCCO2)C(=O)N(C)Cc1ccc(F)cc1 (centres undefined)	1	0.99	14	-3	1	-1	17	10	10
CCOC(=O)c1c(C)[nH]c(C(=O)OCC(=O)c2c(N)n(C)c(=O)n(C)c2=O)c1C	-10	1.1	10	-2	1	/	-13	6	-5
COc1ccc(CCN2CN(S(=O)(=O)c3ccccc3)c3nc4ccccc4nc32)cc1OC	-1	1	14	-10	1.1	-9	27	12	27
O=C(c1ccc(Br)o1)N1CCC(c2nc3ccccc3[nH]2)CC1	6	0.94	8	6	0.94	-2	10	-3	6
CC(C)(C)c1ccc(S(=O)(=O)C(C)(C)C)cc1	-1	1	-2	-7	1.1	0	6	23	-6
COc1ccc(S(=O)(=O)N(CCc2ccccc2)CC(=O)O)cc1Cl	1	0.99	-2	9	0.91	-6	14	5	5
O=C(Nc1ccc2c(c1)OCO2)N1CCN(c2ccccc2)CC1	-3	1	1	-20	1.2	-9	9	-8	-4
COC(=O)/C=C1\S/C(=N\N=C\CC(=O)OC)NC1=O	32	0.68	-18	-22	1.2	-4	10	14	16
CC[C@H](C)[C@H](NC(N)=O)C(=O)Nc1ccc(C)cc1	3	0.97	-5	12	0.88	10	-5	-12	1
CCOCCCN1C(=O)C2C(C(=O)Nc3ccc(OCC)cc3)C3C=CC2(O3)C1C(=O)NC1CCCCC1 (centres undefined)	0	0.99	-7	3	0.97	-6	11	10	5
Cc1ccc(C)c(N2C(=O)c3ccc(C(=O)OCC(=O)c4c(N)n(C)c(=O)n(C)c4=O)cc3C2=O)c1	-10	1.1	13	0	1	-8	9	5	5
O=C(NNc1cc(N2CCOCC2)nc(N2CCOCC2)n1)c1ccc(Cl)c(Cl)c1	13	0.87	40	-21	1.2	-3	-7	18	1
CCOc1cccc(NC(=O)C(Cc2cccs2)c2nn[nH]n2)c1 (centres undefined)	-7	1.1	3	-3	1	-2	2	-7	-3
CC(C)C[C@H](NC(=O)NC1CCCc2ccccc21)C(=O)O (some centres undefined)	-2	1	-20	8	0.92	2	8	6	-3
Cc1cc(Br)ccc1NC(=O)CN(C)C(=O)C1CCN(C(=O)c2ccc(F)cc2)CC1	-3	1	0	-8	1.1	-6	-12	20	2
CC1CCCCN1C(=O)COC(=O)/C=C/c1ccc2ccccc2n1 (centres undefined)	-18	1.2	-1	-3	1	-6	22	15	22
Cc1c(C(=O)C(C)C)n(C)c2ccccc12	-3	1	8	9	0.91	3	7	5	10
COc1cc(/C=C2\C(=O)NN(c3ccccc3)C2=O)ccc1OCC(N)=O	-1	1	3	-6	1.1	/	-31	12	-19
CCc1ccccc1NC(=O)CCc1c(C)nn(-c2ccc(N3CCOCC3)nn2)c1C	-17	1.2	15	3	0.97	13	62*	10	12
O=C(NC(=S)NNS(=O)(=O)c1ccccc1)c1ccccc1[N+](=O)[O-]	13	0.87	5	5	0.95	0	6	10	0
S=C1NC2=C(CCC/C2=C\c2ccccc2)C(c2ccccc2)N1 (centres undefined)	-2	1	7	-8	1.1	-3	25	-12	16
CC(C)CCNC(=O)c1csc2c1CCCCC2	-2	1	-6	-6	1.1	-4	21	15	11
CCN(C(=O)COC(=O)CSc1cc(C)c2ccccc2n1)c1ccccc1	5	0.95	22	-8	1.1	6	19	2	-15
CCS(=O)(=O)c1ccc(-c2csc(-c3ccc(Cl)cc3)n2)c(Cl)c1Cl	6	0.94	15	9	0.91	-2	20	9	15
Cc1cccc(-n2cc(CNCCN3CCOC3=O)c(-c3cccc(F)c3)n2)c1	0	1	-15	8	0.92	-25	18	6	10
CC1CCCN(C(=O)c2cccc(S(=O)(=O)N3CCCc4ccccc43)c2)C1 (centres undefined)	-1	1	27	-10	1.1	-3	25	21	18
O=S(=O)(c1ccccc1)c1nc(NC2CC2)sc1Cl	-1	1	1	11	0.89	3	19	-11	24
CCOc1ccc(OCc2ccc(C(=O)N3CCc4ccccc4C3)o2)cc1	7	0.93	11	0	1	30	33	10	1
Cc1ccccc1Nc1ccc2nonc2c1[N+](=O)[O-]	7	0.93	-1	-2	1	-8	0	-7	-4
Cc1nnsc1C(=O)NNC(=O)c1ccc(C(F)(F)F)cc1	-3	1	-17	-4	1	-3	-10	4	-7
Cc1cc(=O)n(CC(C)O)c(O)c1C#N (centres undefined)	-9	1.1	13	-23	1.2	0	7	12	-11

At a glance, part of the list above:
structure	mIAP block	mIAP act	Apaf1 inhib	hIAP inh	hIAP activ	ATG4B inhibitor	tim10-1 inh	NLRP3 yeast inh	TIM10 inh
CC(C)C[C@H](NC(=O)NC1CCCc2ccccc21)C(=O)O (some centres undefined)	-2	1	-20	8	0.92	2	8	6	-3
Cc1cc(Br)ccc1NC(=O)CN(C)C(=O)C1CCN(C(=O)c2ccc(F)cc2)CC1	-3	1	0	-8	1.1	-6	-12	20	2
CC1CCCCN1C(=O)COC(=O)/C=C/c1ccc2ccccc2n1 (centres undefined)	-18	1.2	-1	-3	1	-6	22	15	22
Cc1c(C(=O)C(C)C)n(C)c2ccccc12	-3	1	8	9	0.91	3	7	5	10
COc1cc(/C=C2\C(=O)NN(c3ccccc3)C2=O)ccc1OCC(N)=O	-1	1	3	-6	1.1	/	-31	12	-19
CCc1ccccc1NC(=O)CCc1c(C)nn(-c2ccc(N3CCOCC3)nn2)c1C	-17	1.2	15	3	0.97	13	62*	10	12
O=C(NC(=S)NNS(=O)(=O)c1ccccc1)c1ccccc1[N+](=O)[O-]	13	0.87	5	5	0.95	0	6	10	0
S=C1NC2=C(CCC/C2=C\c2ccccc2)C(c2ccccc2)N1 (centres undefined)	-2	1	7	-8	1.1	-3	25	-12	16
CC(C)CCNC(=O)c1csc2c1CCCCC2	-2	1	-6	-6	1.1	-4	21	15	11
CCN(C(=O)COC(=O)CSc1cc(C)c2ccccc2n1)c1ccccc1	5	0.95	22	-8	1.1	6	19	2	-15
CCS(=O)(=O)c1ccc(-c2csc(-c3ccc(Cl)cc3)n2)c(Cl)c1Cl	6	0.94	15	9	0.91	-2	20	9	15
Cc1cccc(-n2cc(CNCCN3CCOC3=O)c(-c3cccc(F)c3)n2)c1	0	1	-15	8	0.92	-25	18	6	10
CC1CCCN(C(=O)c2cccc(S(=O)(=O)N3CCCc4ccccc43)c2)C1 (centres undefined)	-1	1	27	-10	1.1	-3	25	21	18
O=S(=O)(c1ccccc1)c1nc(NC2CC2)sc1Cl	-1	1	1	11	0.89	3	19	-11	24
CCOc1ccc(OCc2ccc(C(=O)N3CCc4ccccc4C3)o2)cc1	7	0.93	11	0	1	30	33	10	1
